# Assay outcomes from PubChem.
# SENP6 block = SENP6 protease inhibition | Q9GZR1 | Recombinant SENP6 catalytic domain, aminoluciferin luminescence | inhibition, % at 10 µM | 1.8% of 330,000 active | AID 2599;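 active = inhibition above about 50% at the single tested dose, limit read from the data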;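 note: plate controls were DMSO wells with enzyme for no effect and DMSO wells lacking enzyme for full effect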
# Target sequence (Q9GZR1 628-1112 limits assumed): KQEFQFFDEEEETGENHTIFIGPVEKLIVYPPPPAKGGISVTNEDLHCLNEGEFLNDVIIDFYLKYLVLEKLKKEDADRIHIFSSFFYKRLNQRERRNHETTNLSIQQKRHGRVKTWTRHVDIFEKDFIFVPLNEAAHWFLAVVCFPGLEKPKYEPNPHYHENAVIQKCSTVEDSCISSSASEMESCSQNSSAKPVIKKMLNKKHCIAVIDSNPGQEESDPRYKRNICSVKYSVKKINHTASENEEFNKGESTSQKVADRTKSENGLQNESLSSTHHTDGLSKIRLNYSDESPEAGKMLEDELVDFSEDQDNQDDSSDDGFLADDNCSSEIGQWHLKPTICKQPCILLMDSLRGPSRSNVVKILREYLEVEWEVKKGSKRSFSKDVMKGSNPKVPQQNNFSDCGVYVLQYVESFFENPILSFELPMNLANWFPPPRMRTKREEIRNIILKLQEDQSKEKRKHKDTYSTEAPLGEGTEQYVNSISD
# NLRP3 yeast inh = blocks the NALP3 inflammasome reconstituted in yeast; Yeast reconstituted NLRP3/ASC/caspase-1, beta-gal luminescence, 24 h; inhibition, % at 10 µM; 0.39% of 330,000 active;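 active = inhibition of 50% or more; inactive = inhibition below 50%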;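 note: plate controls were induced DMSO wells for no effect and uninduced yeast grown without galactose for full effect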
# PfGluPho inh = PfG6PD (Plasmodium falciparum) enzyme inhibition; PfGluPho enzyme, NADPH resazurin-diaphorase fluorescence; inhibition, % at 20 µM; 0.78% of 350,000 active;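 active = inhibition reaching at least a set limit at 20 µM in the primary screen, cut at about 59% in these data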;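 note: 0% = DMSO wells with substrate and 100% = DMSO wells lacking glucose-6-phosphate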
# HKDC1 inh = inhibitors of human hexokinase HKDC1; recombinant HKDC1, G6PDH/diaphorase resazurin coupled fluorescence; inhibition, % at 20 µM; 0.16% of 340,000 active;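 active = inhibition above about 35% when tested at 20 µM, limit read from the data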;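 note: plate controls were DMSO wells with enzyme for no effect and DMSO wells lacking enzyme for full effect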
#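 Assay system: recombinant HKDC1 hexokinase; detection: coupled resazurin fluorescence, excitation 525 nm, emission 613 nm; benchmarks: DMSO-plus-enzyme-mix negative control, buffer-substituted positive control; compound dosing: single 20 µM dose; schedule: 90 min at room temperature in dark; also added: glucose plus 1 mM ATP as hexokinase substrates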
# SENP7 inh = blocks the human protease SENP7. Q9BQF6. recombinant SENP7, Z-RLRGG-aminoluciferin luminescence, 40 min. inhibition, % at 5 µM. 1.5% of 330,000 active;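 active = inhibition above about 50% at the single test dose, limit read from the data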;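 note: plate controls were DMSO with enzyme for no effect and no enzyme buffer wells for full effect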
# SENP1 inh = inhibitors of human SENP1 SUMO protease catalytic domain. recombinant SENP1 catalytic domain, CyPet-SUMO1-YPet FRET cleavage. 0.21% of 360,000 active. Q9P0U3. inhibition, % at 10 µM;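 active = inhibition at least 30% at 10 µM, raw YFP signal under a set limit, fluorescence ratio 0.5 to 1.5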;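 note: 0% = enzyme with DMSO and 100% = no enzyme wells; some results filed as inactive read as strong as hits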
# Target sequence (Q9P0U3 419-644 limits assumed): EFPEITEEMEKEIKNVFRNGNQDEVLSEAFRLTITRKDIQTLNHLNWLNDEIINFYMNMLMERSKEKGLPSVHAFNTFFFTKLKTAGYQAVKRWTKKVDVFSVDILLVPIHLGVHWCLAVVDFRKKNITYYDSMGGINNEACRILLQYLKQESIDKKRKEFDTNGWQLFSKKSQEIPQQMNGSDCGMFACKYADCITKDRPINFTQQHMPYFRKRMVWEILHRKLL
#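 Material: hSENP1 catalytic domain, recombinant; medium: Tris pH 8 with BME, BSA, NP40 and catalase; compound: single concentration of 10 µM compound, 0.5% DMSO final; technique: FRET read of cyan and yellow fluorescence; timing: 50 min enzyme reaction, room temperature, light-protected; reagent: SFCypet-SUMO1-SFYpet substrate at 25 nM; control set: no-enzyme low, enzyme-DMSO high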
# Apaf1 inhib = blocks human Apaf-1 apoptosome activity; O14727; reconstituted apoptosome caspase-3 activity, DEVD-Rh110 fluorescence; inhibition, % at 20 µM; 0.71% of 330,000 active; AID 489030; active = inhibition of at least 40% at 20 µM;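 note: plate controls were DMSO wells for no effect and DEVD-CHO caspase inhibitor wells for full effect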
#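 Medium: Hepes buffer, pH 7.5 / System: biochemical Apaf-1 apoptosome reconstitution / Measured by: Rh110 fluorescence, excitation 480 nm, emission 540 nm / Times: compound with Apaf-1, dATP, procaspase-3 30 min, then 50 min reaction, room temperature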
# SENP8 block-1 = inhibitors of human SENP8 protease. Q96LD8. recombinant SENP8, Nedd8 substrate fluorescence. inhibition, % at 20 µM. 0.64% of 360,000 active. AID 602440; in the data active = inhibition mostly above about 40%, no sharp cut-off; inactive = mostly below about 27%
# Target sequence (Q96LD8 whole entry, looked up): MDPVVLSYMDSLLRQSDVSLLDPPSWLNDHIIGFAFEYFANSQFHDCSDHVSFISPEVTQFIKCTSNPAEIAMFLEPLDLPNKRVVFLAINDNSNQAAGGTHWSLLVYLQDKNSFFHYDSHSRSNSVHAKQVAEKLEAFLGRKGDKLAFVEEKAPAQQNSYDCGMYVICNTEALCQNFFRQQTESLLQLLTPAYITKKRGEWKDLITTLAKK
# SENP8 block-2 = blocks the human protease SENP8; Q96LD8; purified SENP8, Z-RLRGG-aminoluciferin cleavage, luminescence; inhibition, % at 10 µM; 1.2% of 330,000 active; AID 2540; in the data active = inhibition above about 50%
# * hit, by the source's call; · = not tested or not shown; & = joins results of further samples.
SMILES,SENP6 block,NLRP3 yeast inh,PfGluPho inh,HKDC1 inh,SENP7 inh,SENP1 inh,Apaf1 inhib,SENP8 block-1,SENP8 block-2
Cc1ccn2cc(CCNS(=O)(=O)c3ccc4c(c3)CCCC4)nc2c1,-20,4,-13,4,-9,-1,23,-70,-11
O=C1C(Cl)=C(N2CCOCC2)C(=O)N1c1ccccc1Cl,11,3,-7,-5,5,2,-7,10,6
COc1ccc(NC(=O)/C(=C\c2cc(OC)c(OC)cc2[N+](=O)[O-])NC(=O)c2ccccc2)cc1,4,-11,-6,-4,8,1,0,28,3
CCOc1cc(C(=O)NCCOC)ccc1OC,-24,9,9,-9,1,0,7,17,4
Cc1cc(C)n(C(C)CNS(=O)(=O)c2ccc(Cl)cc2)n1 (stereo not given),-3,-3,-5,-6,0,2,-6,12,2
O=c1c2ccccc2nnn1CSc1nnc(-c2ccc3c(c2)OCO3)o1,15,17,-3,-1,3,1,-10,9,2
COc1cccc(N(CC(=O)NCCSc2ccccn2)S(=O)(=O)c2ccccc2)c1,-19,15,-2,1,7,-1,-3,5,4
O=S(=O)(Nc1ccc(Cl)cc1)c1cccc2nsnc12,13,9,-8,-3,8,1,9,11,-4
N#CCN1CCN(CC(=O)Nc2cccc3ccccc23)CC1,-27,-4,6,3,-13,1,2,-3,-9
CCOc1cccc(NC(=O)CSc2nc(C)c3c(c2C#N)CCCC3)c1,0,12,-1,3,-12,3,4,13,-17
Cc1nn(CC(=O)Nc2ccc3c(c2)oc2ccccc23)c(=O)c2ccccc12,-3,-7,0,2,2,0,8,14,7
NNC(=O)c1csc(COc2cc(Cl)cc(Cl)c2)n1,-8,16,-7,1,6,-1,-9,26,-2
CC(C)(C)NC(=O)CSC(=Nc1ccccc1F)NC#N,7,3,-5,1,3,-22,-1,10,2
Cn1c(=O)[nH]c(=O)c2c1nc(N1CCN(CCO)CC1)n2CCSc1nc2ccccc2s1,13,8,-9,-2,9,2,1,4,-7
O=C1/C(=C/c2ccsc2)N2CCC1CC2,-2,-12,-11,-2,3,1,-16,23,4
CC12CN(C(=O)c3ccc(Cl)cc3)C3(C#N)CC1CCC23C (stereo not given),3,10,0,-3,0,3,-5,13,11
O=C(COC(=O)c1ccc2c(=O)n3c(nc2c1)CCC3)Nc1ccccc1F,-1,20,0,0,-10,-25,6,-90,4
CC(=O)Nc1nnc(-c2ccccn2)o1,-34,-7,8,-13,-2,-1,3,-74,-11
COc1ccc(Cl)cc1NC(=O)CN(C)C(=O)Cn1cnnn1,9,10,4,-6,4,1,-3,19,1
CCOc1ccc(NC(=O)NNC(=O)c2cc3ccccc3cc2O)cc1,3,6,-16,-14,-2,12,2,-59,8
O=C(C1=C(O)C(=O)N(CCCN2CCOCC2)C1c1ccc(Cl)cc1)c1cc2ccccc2o1 (stereo not given),-15,-14,-34,9,-6,·,1,·,-6
CCCOC(=O)/C(=C\c1ccc([N+](=O)[O-])o1)NC(=O)c1ccccc1,-21,5,8,-6,-11,1,13,35,-15
CCOC(=O)c1ccc2c(c1)NC(=O)C(N1CCN(c3ccc(OC)cc3)CC1)S2 (stereo not given),-9,0,-10,-4,3,2,16,22,1
O=[N+]([O-])c1cccc(-c2nnc3c4ccccc4c4ccccc4n23)c1,-3,7,-11,1,7,0,15,20,-3
O=[N+]([O-])c1ccc(C(O)CSC(=S)N2CCCCC2)cc1 (stereo not given),-21,47,-2,1,-8,2,11,27,-12

# An excerpt of these results, with two lines to a compound:
# Sequence of screens – SENP6 block | NLRP3 yeast inh | PfGluPho inh | HKDC1 inh | SENP7 inh | SENP1 inh | Apaf1 inhib | SENP8 block-1 | SENP8 block-2
NNC(=O)c1csc(COc2cc(Cl)cc(Cl)c2)n1
→ -8 | 16 | -7 | 1 | 6 | -1 | -9 | 26 | -2
CC(C)(C)NC(=O)CSC(=Nc1ccccc1F)NC#N
→ 7 | 3 | -5 | 1 | 3 | -22 | -1 | 10 | 2

# Next results follow.
SMILES,SENP6 block,NLRP3 yeast inh,PfGluPho inh,HKDC1 inh,SENP7 inh,SENP1 inh,Apaf1 inhib,SENP8 block-1,SENP8 block-2
COCCNC(=O)c1c(CSc2ccccc2)noc1C(=O)NCc1ccccc1,1,8,9,-3,10,4,6,10,0
O=C(CSc1nnnn1-c1ccccc1Cl)Nc1ccc2c(c1)OCCO2,0,-4,-2,-3,-1,2,-2,9,-1
C[C@]12C[C@H](O)[C@H]3[C@@H](CCC4=CC(=O)CC[C@@]43C)[C@@H]1CC[C@@H]2C(=O)CO,5,30,-5,-2,-1,-6,-10,8,2
CCOc1cc(N2CCOCC2)c(OCC)cc1NC(=O)COC(=O)c1c(CC)noc1C,3,33,4,1,7,0,6,18,-4
Cc1ccc(Cn2c(=N)c(C(=O)NCC3CCCO3)cc3c(=O)n4cccc(C)c4nc32)cc1 (stereo not given),-7,-5,27,-4,-2,-28,9,-413,-8
O=C(COc1ccc(Nc2ccccc2)cc1)OCC(=O)N1CCCCC1,-15,1,21,3,-4,-3,8,16,-5
CCCn1nc2cc(C(=O)N(CC)c3ccc(OC)cc3)ccc2c1OCC,-1,1,-6,7,8,-1,1,-478,-14
O=C(/C=C/c1ccco1)Nc1ccc2nc3n(c(=O)c2c1)CCCC3,-17,3,19,6,9,1,8,-23,2
O=C(Nc1ccc(C(F)(F)F)cc1)c1ccccc1-n1cnnn1,-6,20,8,-3,-2,0,-3,-17,11
CN(CC(=O)NC1CCCCCC1)S(=O)(=O)c1ccc2c(c1)n(C)c(=O)c(=O)n2C,-8,2,5,0,-7,2,7,-34,1
Cc1ccc(N2C(=O)c3cccc4c(Oc5ccccc5[N+](=O)[O-])ccc(c34)C2=O)c(C)c1,6,15,4,-2,7,-1,8,10,6
CCOCCCNC(=O)C(c1ccccc1)N(Cc1cccs1)C(=O)c1ccccc1O (stereo not given),1,-1,-18,-4,-4,-1,4,2,-5
Cn1nnnc1SCCNC/C=C/c1ccccc1,-8,11,-2,-6,-3,1,-14,23,-6
[O-]/[N+](=C/c1ccc(F)cc1)c1ccccc1,-4,0,44,-5,6,0,-7,3,-3
COC(=O)C1=C(C)OC(N)=C(C#N)C1c1cc2cc(C)ccc2nc1Cl (stereo not given),-2,25,-10,-10,-2,-3,6,-24,3
COc1ccc(NC(=O)[C@H](NC(=O)[C@@H]2Cc3ccccc3CN2)c2ccccc2)cc1,-13,17,-19,2,1,1,6,2,0
Cc1ccc(-c2noc(CCC(=O)NCCCN3CCN(c4ccc(F)cc4)CC3)n2)cc1,-8,9,7,-5,-4,-6,18,21,-3
CCOc1ccc(N(CC(=O)NC2CCCC2)C(=O)CCC(=O)Nc2ccccn2)cc1,4,9,-8,1,3,-1,-16,9,1
Nc1ccccc1SCC(=O)Nc1nccs1,1,15,20,-5,2,1,-12,6,1
O=C(c1cc(COc2ccc(F)c(F)c2)on1)N1CCOCC1,-11,17,-7,-4,-14,1,0,21,-6
CCOc1cc(/C=N/n2c(C)nc3sc(C)c(C)c3c2=O)ccc1O,-6,16,-8,-10,8,-6,-7,-16,-1
c1ccc(OCCSc2nnnn2-c2ccccc2)cc1,42,14,15,7,8,4,20,9,12
CCn1cc(C(=O)OCC(=O)Nc2ccccc2OC(F)F)c(=O)c2ccc(C)nc21,-4,14,7,-4,10,1,-1,18,7
CCN(C(=O)Cn1c(=O)n2nc(CCn3nc(C)cc3C)nc2c2ccccc21)c1cccc(C)c1,4,9,-2,-17,-10,-1,-291,13,-5
COC(=O)[C@@H]1C[C@@]2(O)[C@H](O)[C@H](O)[C@H](O)C[C@H]2N1Cc1ccc(C(F)(F)F)cc1,-33,3,7,-5,-11,-3,7,8,-8

# Further records follow:
SMILES,SENP6 block,NLRP3 yeast inh,PfGluPho inh,HKDC1 inh,SENP7 inh,SENP1 inh,Apaf1 inhib,SENP8 block-1,SENP8 block-2
CCN1CCN(C(=S)NCCOC)CC1,9,14,8,-9,1,0,-6,-7,3
C=CCn1c(COc2ccc(CC)cc2)nnc1SC/C(O)=C(\C#N)c1nc2ccccc2[nH]1,6,8,26,7,2,-63,28,-411,5
O=C(COC(=O)c1ccc(S(=O)(=O)NCc2ccco2)cc1)Nc1ncc(Cl)cc1Cl,-12,10,6,-16,1,-3,-10,7,-2
Cc1cc(Sc2nnc(/N=C/N(C)C)s2)c2ccccc2n1,9,47,5,7,8,1,-8,1,-3
Cc1ccc(N2C(=O)C3C4C=CC(CC4)C3C2=O)cc1[N+](=O)[O-] (stereo not given),-36,19,-2,-1,-1,2,-9,4,12
CCOC(=O)CNC(=O)Cn1c(C)cc2ccccc2c1=O,-11,13,-2,-4,-6,1,-5,-117,2
C/C(N)=C(/C#N)C(=O)COC(=O)COc1ccc(Cl)cc1,-10,9,2&-15,0&-2,5,4&6,11,8&16,0
O=C1NC2=C(C(=O)CCC2)C(c2ccccc2Cl)N1 (stereo not given),3,8,-5,-2,2,0,-1,-28,8

# One compound at a time, as listed above. Screens in order: SENP6 block, NLRP3 yeast inh, PfGluPho inh, HKDC1 inh, SENP7 inh, SENP1 inh, Apaf1 inhib, SENP8 block-1, SENP8 block-2
# C=CCn1c(COc2ccc(CC)cc2)nnc1SC/C(O)=C(\C#N)c1nc2ccccc2[nH]1 is entered as 6, 8, 26, 7, 2, -63, 28, -411, 5
# Cc1ccc(N2C(=O)C3C4C=CC(CC4)C3C2=O)cc1[N+](=O)[O-] (stereo not given) is entered as -36, 19, -2, -1, -1, 2, -9, 4, 12
# Cc1cc(Sc2nnc(/N=C/N(C)C)s2)c2ccccc2n1 is entered as 9, 47, 5, 7, 8, 1, -8, 1, -3
# O=C(COC(=O)c1ccc(S(=O)(=O)NCc2ccco2)cc1)Nc1ncc(Cl)cc1Cl is entered as -12, 10, 6, -16, 1, -3, -10, 7, -2
# CCN1CCN(C(=S)NCCOC)CC1 is entered as 9, 14, 8, -9, 1, 0, -6, -7, 3
